Screening results as filed in PubChem BioAssay.
RmlC RmlD mix: RmlC and RmlD coupled enzyme inhibitors, primary screen, biochemical, 384-well, compound mixtures, retest; RmlC/RmlD coupled enzyme inhibition, 384-well mixture HTS; AID 1532, 2009; inhibition, % at 5.5 µM; actives 0.39% (n = 110,000); in the data active = inhibition above about 30%, passing the limit was not always enough; note: strong numbers were not always called active
HIV RNase H inh: HIV-1 RT RNase H inhibitors, primary screen, biochemical, fluorescence; Gag-Pol polyprotein (Human immunodeficiency virus type 1 group M subtype B (isolate …; inhibition, % at 10 µM; actives 1.9% (n = 65,000); RT-RNase H RNA/DNA duplex cleavage; in the data active = inhibition above about 50%
The depositor's hits bear a star; . = not tested or not shown.

SMILES | RmlC RmlD mix | HIV RNase H inh
Cn1c(=O)c2c(nc(CN3CCc4ccccc4C3)n2Cc2ccc(Cl)cc2)n(C)c1=O | 8 | -1
O=C(NCc1cccs1)C1CCN(c2ccc(S(=O)(=O)N3CCOCC3)cc2Cl)CC1 | -8 | 7
NC(=O)CC(NC(=O)Cc1cccc2ccccc12)c1ccc(NCc2ccccc2)c([N+](=O)[O-])c1 (configuration not stated) | -9 | .
CCN1CCN(C(=O)c2ccc3c(=O)n(C4CCCC4)c(=S)[nH]c3c2)CC1 | -9 | 1
CCc1cccc(CC)c1-n1c(SCn2nnc3ccccc3c2=O)nnc1-c1cccnc1 | -17 | .
O=C(CSc1nccn1-c1cccc(Cl)c1)NC1CCCC1 | -8 | -2
COc1ccc(Cl)cc1C(=O)Nc1ccc(NC(=O)c2ccco2)cc1 | . | 1
Fc1ccc(-c2nnc3ccc(N4CCCC4)nn23)cc1 | 4 | -19
CCN(CC)CCN1C(=O)C(=O)/C(=C(/O)c2c(C)[nH]c(C(=O)OC)c2C)C1c1cccnc1 (configuration not stated) | -21 | 6
O=C(NCc1ccccn1)c1ccc(=O)oc1 | 14 | 0
Cc1[nH]nc(N=CC2=C(O)CC(c3ccco3)CC2=O)c1-c1ccccc1 (configuration not stated) | 4 | -8
COC(=O)c1ccc(C23CC4(C2)[C@H](CN(C)[C@@H]4c2ccccc2)C3c2ccccc2)cc1 (some centres not stated) | -10 | .
Cc1cc2occ(CC(=O)Nc3nccs3)c2cc1C(C)C | -11 | .
COc1ccc(-c2ccc(C(C)=O)cc2)cc1[C@H]1[C@H]2C=CC[C@@H](C)[C@@H]2C(=O)N1Cc1ccccc1 | -34 | .
COc1[nH]c2ccc(F)cc2c1C(=O)OCC1CCN(CCNS(C)(=O)=O)CC1 | 6 | .
CCOC(=O)CSCc1cn2cc(Cl)ccc2n1 | 8 | .
CCOC(=O)C1C(=O)CC(=O)CC1CC(C)SCC (configuration not stated) | 7 | -2
COc1cccc(S(=O)(=O)NCc2ccc(C(=O)Nc3cccc(Cl)c3)cc2)c1 | -15 | .
CC(=O)Nc1ccc(S(=O)(=O)N[C@H](C(=O)O)C(C)C)cc1 | 9 | -3
CCCc1nnc(NC(=O)CC(=O)Nc2ccccc2C(=O)O)s1 | 7 | .
CN=C(SCc1cc2c(cc1Cl)OCO2)c1c(O)n(C)c(=O)n(C)c1=O | -18 | -4
COc1ccc2c(c1)CCc1c(C(=O)NC3CCCCC3)noc1-2 | 8 | 9
CCc1nnc(NC(=O)c2ccc(S(=O)(=O)NC3CCCCC3)cc2)s1 | -5 | 1
COCCn1c(SCCCc2ccccc2)nc2c1c(=O)[nH]c(=O)n2C | 9 | -12
CCOC(=O)C(C)Oc1ccc2c(C)cc(=O)oc2c1C(C)=O (configuration not stated) | -4 | -2

Structures from the list above that have fluorine, in the order listed:
SMILES | RmlC RmlD mix | HIV RNase H inh
Fc1ccc(-c2nnc3ccc(N4CCCC4)nn23)cc1 | 4 | -19
COc1[nH]c2ccc(F)cc2c1C(=O)OCC1CCN(CCNS(C)(=O)=O)CC1 | 6 | .

(cont.)
SMILES | RmlC RmlD mix | HIV RNase H inh
NC(=O)C1CCN(C(=O)C23CC4CC(CC(C4)C2)C3)CC1 | -9 | 4
COC(=O)n1c(=O)oc2cc(S(=O)(=O)N3CCOCC3)ccc21 | 4 | -31
COc1ccc(C(=O)NCC(=O)n2nc(C)cc2C)cc1OC | -8 | -2
Cc1ccc(Cn2c(C(C)Nc3nc(-c4ccc(Cl)c([N+](=O)[O-])c4)cs3)nc3cc(C(F)(F)F)ccc32)cc1 (configuration not stated) | 4 | .
CCCc1ncc(C(=O)c2ccc(OC)cc2)n1C | 6 | -14
CCCc1nc(SCC(=O)c2ccc(OC)cc2)c2c(=O)n(C)c(=O)n(C)c2n1 | . | -9
CCOC(=O)CSc1nnc(-c2ccc(OC)cc2OC)o1 | -13 | -18
CCc1cc2c(cc(C(=O)O)n2C)s1 | -8 | -3
O=C(Nc1ncc2c(n1)-c1ccccc1OC2)c1ccc(Cl)cc1Cl | -20 | .
CC(C)n1c(SCC(=O)Nc2ccc3c(c2)OCO3)nc2c1c(=O)n(C)c(=O)n2C | 1 | -4
NC1=NC2=C(CCCC2)C2(CCCCC2)S1 | 3 | -13
Cc1ccc(CNC(=O)c2cc3c(=O)n(C)c4ccccc4c3n2C)o1 | -11 | 4
O=C1C=C(O)c2c(O)cc(O)c(O)c2C1=O | 28 | .
COc1ccc(C(=O)CSc2nnc(-c3ccco3)n2CC2CCCO2)cc1 (configuration not stated) | 0 | -7
CNC(=O)CSc1nnnn1CCCOC | -8 | 1
Cc1n[nH]c(C)c1N1C(=O)c2cccc3cc(Br)cc(c23)C1=O | -7 | -61
CN1C(=O)CSc2ccc(C(=O)O)cc21 | -9 | 1
COc1ccc(OC)c(-n2c(SCC(=O)N3CCc4ccccc43)nc3c(c2=O)SCC3)c1 | -8 | -3
CN(Cc1ccccc1)C(=O)COC(=O)c1ccc2c(c1)OCO2 | -3 | -7
COc1ccc(C(=O)NC(=S)NC(C)C)cc1Br | -16 | .
O=C(Nc1ccc(-n2nncc2-c2ccco2)cc1)c1cc2ccccc2oc1=O | 6 | -2
COC(=O)N(C)c1nc2ccccc2s1 | 3 | -11
O=C(CN1C(=O)COc2ccccc21)N(Cc1cccnc1)Cc1cccc(F)c1 | -13 | -5
O=C(c1ccco1)C12CN3CN(CN(C3)C1)C2 | -11 | -13
CC(=O)Nc1cc(C(=O)N2CCCC2)ccc1Sc1ccc(Cl)cc1 | 8 | .

A run of entries taken from the entries so far, as a working copy:
SMILES | RmlC RmlD mix | HIV RNase H inh
CCOC(=O)CSc1nnc(-c2ccc(OC)cc2OC)o1 | -13 | -18
CCc1cc2c(cc(C(=O)O)n2C)s1 | -8 | -3
O=C(Nc1ncc2c(n1)-c1ccccc1OC2)c1ccc(Cl)cc1Cl | -20 | .
CC(C)n1c(SCC(=O)Nc2ccc3c(c2)OCO3)nc2c1c(=O)n(C)c(=O)n2C | 1 | -4
NC1=NC2=C(CCCC2)C2(CCCCC2)S1 | 3 | -13
Cc1ccc(CNC(=O)c2cc3c(=O)n(C)c4ccccc4c3n2C)o1 | -11 | 4

Additional entries:
SMILES | RmlC RmlD mix | HIV RNase H inh
Cc1ccc2c(c1)-c1ccccc1S(=O)(=O)N2 | -7 | -14
Cc1ccc(C)c(N2CCN(C(=O)c3cc4ccccc4oc3=O)CC2)c1 | 8 | -1
CC(C)C(=O)Nc1ccc(C(=O)NC2CCSC2=O)cc1 (configuration not stated) | -35 | 11
CC1CCN(C(=O)CSc2nnc(Cc3cc(=O)[nH]c(=O)[nH]3)n2-c2ccc(Cl)cc2)CC1 | -19 | -6
Cc1ccc(C(=O)O)cc1NC(=O)c1cccs1 | -8 | .
O=c1nc2n(c3cc(Cl)c(S(=O)(=O)N4CCOCC4)cc13)CCCCC2 | -1 | -7
Cn1cc(CC(=O)N2CCN(c3ccc(Cl)cc3)CC2)c2ccccc21 | 20 | -69
CCn1c(=O)n(CC)c2cc(S(N)(=O)=O)c(C)cc21 | -3 | 3
O=C(CN1C(=O)c2ccccc2S1(=O)=O)Nc1ccccc1C(=O)NCc1ccco1 | -26 | -4
CC(C)(C)n1cnc2cc(NS(=O)(=O)c3ccccc3)ccc21 | 6 | -2
Cc1ccc2ccccc2c1COC(=O)c1nonc1N | 9 | -69
CC1CCCCN1S(=O)(=O)c1ccc(S(=O)(=O)N2CCN(c3ccccc3)CC2)cc1 (configuration not stated) | -10 | .
CN1CCN(C(=O)COc2ccc(S(=O)(=O)NCc3ccccc3)cc2Cl)CC1 | 8 | .
O=C(CN1C(=O)CN=C(c2ccccc2)c2ccccc21)NCc1ccco1 | 2 | -5
COc1cc(-c2nnc(SCc3c(F)cccc3Cl)o2)cc(OC)c1OC | -11 | -55
Cc1cc(NC(=O)c2cccnc2)ccc1NC(=O)c1ccco1 | 6 | -1
CCc1ccc(OCC(=O)Nc2ccc3c(c2)COC3=O)cc1 | -11 | .
Cc1ccc(-n2c3c(cc(C(=O)NCc4ccco4)c2=O)C(=O)CC(C)(C)C3)cc1 | 16 | 5
CCOC(=O)N1CCN(C(=O)C2COc3ccccc3O2)CC1 (configuration not stated) | -7 | -10
CCOc1ccccc1-n1c(SCC(=O)NC)nnc1-c1ccco1 | -6 | 3
CC1(C)CC2CC(C)(CN2C(=O)COc2cccc3ccccc23)C1 (configuration not stated) | -6 | .
Cn1cccc1C(C(=O)NC1CCCCC1)N(C(=O)Cc1cccs1)c1ccc2c(c1)OCO2 (configuration not stated) | -88 | 7
O=C(O)COc1ccc2c3c(c(=O)oc2c1)CCC3 | 9 | .
CCN(CC)C(=O)COc1ccc2oc(C)c(C(=O)OC)c2c1 | -1 | -14
COc1ccc2cc(CN(CCO)C(=O)c3ccc(Br)cc3)c(=O)[nH]c2c1 | 16 | -2
Other entries follow.
SMILES | RmlC RmlD mix | HIV RNase H inh
CCCCCCC1CCC(C(=O)Nn2c(C)nc3ccccc3c2=O)CC1 (configuration not stated) | -25 | .
O=C(C1CCN(c2nnc(-n3cccc3)s2)CC1)N1CCOCC1 | -10 | -2
CC1N(C)c2cc(NC(=O)c3ccco3)ccc2C1(C)C (configuration not stated) | 8 | 6
C[C@]12CCC(=O)C(O)=C1CC[C@@H]1[C@@H]2CC[C@]2(C)C(=O)CC[C@@H]12 | 7 | .
C=CCNC(=O)c1c(-c2c(F)cccc2Cl)noc1C | -12 | .
O=C1c2ccccc2S(=O)(=O)c2cc(C(=O)N3CCN(c4ccccc4)CC3)ccc21 | 10 | .
O=C1Nc2ccccc2S/C1=C/Nc1cccc(Cl)c1 | 5 | .
O=C1C2=C(Nc3ccccc3SC2c2ccco2)c2ccccc21 (configuration not stated) | 59 | -2
CC(C)(C)CC(=O)NC(=S)N1CCCCCC1 | 12 | .
CC(C)(O)C#Cc1ccc(C(=O)NCc2cccs2)s1 | 8 | 65*
COc1ccc(NC(=O)CSc2nnc(C)n2Cc2ccccc2)cc1 | 3 | .
Cc1cc(C(F)(F)F)nn1CC(=O)NNC(=S)Nc1cccc(Cl)c1 | -91 | .
CCC(c1c(C)n(C)n(-c2ccccc2)c1=O)c1c(C)n(C)n(-c2ccccc2)c1=O | 0 | -4
O=C(c1cc2nc(-c3ccco3)cc(C(F)(F)F)n2n1)N1CCCCCC1 | 1 | 0
Clc1ccc(OCCn2c(-c3ccco3)nc3ccccc32)cc1 | 125 | .
COCCNc1ncnc2c1cnn2Cc1ccc(Cl)cc1 | 16 | -51
Cn1c(O)c(C(=O)c2ccccc2Cl)c(=O)n(C)c1=O | 7 | 5
O=S(=O)(c1ccccc1)N1CCN(Cc2cccc(Cl)c2)CC1 | 17 | -35
CC1CC(C)CN(c2nc3c(c(=O)n(C)c(=O)n3C)n2C)C1 (configuration not stated) | 9 | -10
O=C(CSc1nnc(-c2ccccn2)n1Cc1ccccc1)Nc1ccc2c(c1)OCO2 | 4 | 77*
O=C(Nc1ccccc1C(=O)N1CCN(c2ccccc2)CC1)c1ccco1 | 4 | -5
COc1ccc(N(C(=O)C(C)C)S(=O)(=O)c2ccc(Cl)cc2)cc1 | -7 | .
CCn1c(SCC(=O)Nc2ccc3c(c2)OCO3)nc2c1c(=O)n(C)c(=O)n2C | -5 | 3
O=C(CN(c1ccc2c(c1)OCCO2)S(=O)(=O)c1ccccc1)Nc1ccc2c(c1)OCO2 | 2 | 14
COc1ccccc1OCC(O)Cn1c(=N)n(Cc2ccccc2)c2ccccc21 (configuration not stated) | -4 | 1
Additional results.
SMILES | RmlC RmlD mix | HIV RNase H inh
Nc1nc(SCc2ccccc2)[nH]c(=O)c1-c1ccccc1 | 9 | -15
Cc1[nH]nc2c1C(c1cccnc1)N(c1ccc(Br)cc1)C2=O (configuration not stated) | -3 | 0
O=c1cc(N2CCN(c3ccccc3F)CC2)[nH]c(=O)n1-c1ccc(Br)cc1 | 7 | -5
Cc1nc2ccc(NC(=O)Cc3ccsc3)cc2s1 | -16 | .
CC1CCN(S(=O)(=O)c2ccc3[nH]c(=O)c(=O)[nH]c3c2)CC1 | 8 | -3
COc1cccc(-n2nnnc2S(C)(=O)=O)c1 | 145 | .
CC(NC(=O)Cc1ccc(-c2ccccc2)cc1)c1ccccc1 (configuration not stated) | 7 | .
COc1ccc(Cl)cc1S(=O)(=O)N1CCN(c2ccc(F)cc2)CC1 | 14 | -9
O=C1OC(C(=O)Nc2nccs2)Cc2ccccc21 (configuration not stated) | 11 | .
O=C(c1cccnc1)N1CCN(S(=O)(=O)c2ccc(S(=O)(=O)N3CCCC3)cc2)CC1 | -12 | 3
O=C1CC(=O)N(Cc2ccco2)C(=O)N1 | . | 24
O=C(CSc1ccccc1)N[C@@H](Cc1ccccc1)C(=O)O | -36 | .
COc1ccccc1/C=c1\sc2nc(-c3cccs3)nn2c1=O | . | 9
O=C(NCc1cccs1)C1CC(=O)N(c2ccc(F)cc2)C1 (configuration not stated) | 30 | -4
Cc1ccc(NC(=O)CCC(=O)NNC(=O)c2cccs2)cc1C | -6 | .
COc1ccc(N2CCN(C(=O)c3ccc(OCC4CCCO4)cc3)CC2)cc1 (configuration not stated) | -11 | 4
Cc1nn(Cc2ccccc2)c(C)c1NC(=O)c1cc(-c2ccc3c(c2)OCO3)on1 | 10 | 21
CCOC(=O)c1cnn(-c2cc(Oc3cccc(C)c3)ncn2)c1N | -11 | .

A draw from above in order of number of heavy atoms, smallest number first.
SMILES | RmlC RmlD mix | HIV RNase H inh
O=C1OC(C(=O)Nc2nccs2)Cc2ccccc21 (configuration not stated) | 11 | .
O=C(NCc1cccs1)C1CC(=O)N(c2ccc(F)cc2)C1 (configuration not stated) | 30 | -4
Cc1[nH]nc2c1C(c1cccnc1)N(c1ccc(Br)cc1)C2=O (configuration not stated) | -3 | 0
CC(NC(=O)Cc1ccc(-c2ccccc2)cc1)c1ccccc1 (configuration not stated) | 7 | .
COc1ccc(Cl)cc1S(=O)(=O)N1CCN(c2ccc(F)cc2)CC1 | 14 | -9
COc1ccc(N2CCN(C(=O)c3ccc(OCC4CCCO4)cc3)CC2)cc1 (configuration not stated) | -11 | 4
Cc1nn(Cc2ccccc2)c(C)c1NC(=O)c1cc(-c2ccc3c(c2)OCO3)on1 | 10 | 21

Some of the compounds tested; the hit share may differ from the screen's.
